From PubChem
TTR transcr act: TTR transcription activation, primary screen; SH-SY5Y TTR promoter Gaussia luciferase, luminescence; 100% = recombinant luciferase protein wells; activation, % at 16.7 µM; 92,000 tested, 1.3% active; AID 1117267;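 active = activation above the mean of all tested compounds plus 3 SD, cut at about 9.5% in these data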;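 note: cells exposed to compounds for one day before reading; 0% = median of all test compound wells on the plate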
Starred values were filed as active, the others as inactive.

TTR transcr act	SMILES
1.1	CC1(C)NC(=O)N(CC(=O)O)C1=O
-1.4	O=C1CC(=O)N(CCc2ccc(F)cc2)C(=O)N1
-1.1	Cc1ccc(S(=O)(=O)N(C)C[C@@H]2Oc3c(NC(=O)C4CC4)cccc3C(=O)N([C@@H](C)CO)C[C@@H]2C)cc1
-1.9	Nc1nc(NC(=O)/C=C/c2ccc(F)cc2)nn1-c1ccccc1
21*	O=C(/C=C/[C@H]1O[C@@H](n2cnc3c(NC(=O)c4ccccc4)ncnc32)[C@H](O)[C@@H]1O)NCCc1ccc(F)cc1
-0.7	CSc1nc(C=Nc2ccccc2Cl)c(O)n1Cc1cccc(Cl)c1
0.0	CN1CCN(C(=O)C2=C[C@@H](c3ccc(Br)cc3)C[C@@H](OCc3ccc(CO)cc3)O2)CC1
-1.7	CCN(C(=O)COC(=O)c1cc2ccccc2cc1O)C1CCS(=O)(=O)C1 (configuration not stated)
0.3	COc1ccc(C(=O)NCc2cccnc2)cc1S(=O)(=O)N1CCOCC1
1.9	CCOc1ccc(C(=O)NCCN2CCOCC2)cc1
-0.1	O=c1[nH]c2ccc(Br)cc2c(-c2ccccc2)c1N1CCOCC1
0.3	Cc1ccc(OCCCNC2CCCC2)cc1
-0.4	C/C(CC(=O)Nc1cccnc1)=N\NC(=O)C(=O)NC(C)C
1.1	N#CCc1nc(-c2cc3ccccc3oc2=O)cs1
-0.2	O=C1NC(=O)/C(=C\c2ccc(Cl)cc2Cl)N1
-5.4	Cc1cc(C)nc(/N=C(\N)Nc2cccc(OCc3ccccc3)c2)n1
-0.4	Cc1ccc(S(=O)(=O)NC(=O)NCc2ccccn2)cc1
5.0	O=c1ccn(Cc2ccccc2)c(SCc2ccccc2)n1
-1.6	FC(F)(F)c1cccnc1Oc1ccc(C2=NCCS2)cc1
-1.1	O=C(N/N=C/c1cn[nH]c1-c1ccc(Cl)cc1)c1ccc([N+](=O)[O-])cc1
-1.0	COc1ccc(-c2cc(C(=O)NC3CCCC3)c3ccccc3n2)cc1
1.7	COc1ccc(OCc2nnnn2-c2ccccc2)cc1
-2.2	C/C(=N/NC(=O)CNC(=O)Cc1ccc(Cl)cc1)c1ccco1
-0.8	COC(=O)C1=C(C)N(C2CCCC2)C(=O)C1(NC(C)=O)C(F)(F)F (configuration not stated)
0.0	COc1ccc(CN2C(=O)c3ccccc3C2C(=O)NCCc2ccccc2)c(OC)c1 (configuration not stated)

Structural class: the entries above containing sulfur (8)
TTR transcr act	SMILES
-1.1	Cc1ccc(S(=O)(=O)N(C)C[C@@H]2Oc3c(NC(=O)C4CC4)cccc3C(=O)N([C@@H](C)CO)C[C@@H]2C)cc1
-0.7	CSc1nc(C=Nc2ccccc2Cl)c(O)n1Cc1cccc(Cl)c1
-1.7	CCN(C(=O)COC(=O)c1cc2ccccc2cc1O)C1CCS(=O)(=O)C1 (configuration not stated)
0.3	COc1ccc(C(=O)NCc2cccnc2)cc1S(=O)(=O)N1CCOCC1
1.1	N#CCc1nc(-c2cc3ccccc3oc2=O)cs1
-0.4	Cc1ccc(S(=O)(=O)NC(=O)NCc2ccccn2)cc1
5.0	O=c1ccn(Cc2ccccc2)c(SCc2ccccc2)n1
-1.6	FC(F)(F)c1cccnc1Oc1ccc(C2=NCCS2)cc1

Next part
TTR transcr act	SMILES
0.8	Cc1ccc(NC(=O)C(OC(=O)c2cc(C)oc2C)c2ccccc2)cc1 (configuration not stated)
1.9	CC(C)CCNC(=O)CCCn1c(=O)[nH]c2ccc(Br)cc2c1=O
-1.1	c1ccc(CSc2nnc(-c3ccco3)o2)cc1
0.8	CN(C)S(=O)(=O)c1cccc(C(=O)NCCOC(=O)c2cc(F)c(F)cc2Cl)c1
3.0	CCn1c(=O)c2sccc2n2c(CCCC(=O)NCc3cccnc3)nnc12
-4.0	Cc1nc(-c2ccccc2)sc1C(=O)CSc1ccc(F)cc1
-2.0	Cc1cccc(N=C/C(C(=O)C(F)(F)F)=C(\O)c2ccco2)c1
-2.0	Cc1ccc(-n2c(SCC(N)=O)nc3c(c2=O)C2(CCCC2)Cc2ccccc2-3)cc1
-0.3	CC(Oc1ccccc1)c1nnc(N)s1 (configuration not stated)
-1.1	Cc1c(-n2cc(C(=O)O)c(=O)c3cc(F)c(N4CCCC4)c(F)c32)c(=O)n(-c2ccccc2)n1C
1.7	COc1ccc(CC(=O)NC(=S)Nc2cccc(C)c2)cc1
1.5	COc1ccccc1-c1cc(C(=O)N2CCN(c3ccccc3)CC2)no1
1.8	COc1ccc(N2CCN(C(C)=C3C(=O)c4ccccc4C3=O)CC2)cc1
-1.2	COc1ccc(Nc2nnc(Cc3ccc(Cl)cc3)c(=O)[nH]2)c(OC)c1
-2.5	Clc1ccccc1/C=C/C=N/Nc1nc(N2CCOCC2)nc(N2CCOCC2)n1
3.3	O=Cc1c(Cl)nc2ccccn2c1=O
-4.3	CCN(CC)C(=O)CSc1ncnc2sc(-c3ccccc3)cc12
-0.7	Cc1ccc(S(=O)(=O)NC(=O)Nc2ccccc2)cc1
-2.5	Cc1nnc(C)n1/N=C/c1cccn1C
3.1	Cc1onc(-c2c(F)cccc2Cl)c1C(=O)OCC(=O)N(C)c1ccccc1
-1.1	CCCCc1ccc(NC(=S)Nc2cccnc2)cc1
-1.4	O=C(CSc1ncnc2ccccc12)Nc1ccc2c(c1)OCO2
-1.4	CCOc1ccc(C(=O)N2CCc3cc(OC)c(OC)cc3C2)cc1OCC
3.0	CCCCn1c2nc3ccccc3nc2c2c(=O)n(CC(C)C)cnc21
6.7	COc1ccc(OC)c(C(=O)Nc2c(O)ccc3ccccc23)c1

3 entries from above, bar-delimited.
mol | TTR transcr act
CN(C)S(=O)(=O)c1cccc(C(=O)NCCOC(=O)c2cc(F)c(F)cc2Cl)c1 | 0.8
CCn1c(=O)c2sccc2n2c(CCCC(=O)NCc3cccnc3)nnc12 | 3.0
Cc1nc(-c2ccccc2)sc1C(=O)CSc1ccc(F)cc1 | -4.0

Additional compounds follow:
TTR transcr act	SMILES
-0.4	O=C(Cc1ccc(Cl)cc1)Nc1cccc(-c2nnc(-c3ccco3)o2)c1
-0.7	CN1CCN(C(=O)c2cc(COc3ccccc3)on2)[C@@H](c2ccccc2)C1
0.3	CN(C(=O)CSc1nc2ccc(Br)cc2c(=O)n1Cc1ccco1)C1CCS(=O)(=O)C1 (configuration not stated)
1.9	CCOCCCNC(=O)C(c1ccc(Cl)cc1)N(Cc1cccs1)C(=O)CNC(C)=O (configuration not stated)
1.6	COCCn1nnnc1C(c1cccc(OC)c1OC)N1CCN(C2CCCCC2)CC1 (configuration not stated)
-2.1	COC12CC(=O)C(C(C)=O)=C(O)C1(C)c1c(O)c(C)c(O)c(C(C)=O)c1O2 (configuration not stated)
-0.4	Cc1onc(NC(=O)NC(=O)c2c(F)cccc2Cl)c1Br
-1.9	CC(/C=N\N1CCN(Cc2ccc(C)cc2)CC1)=C\c1ccccc1
0.0	O=C(N/C(=C/c1cccnc1)C(=O)N1CCOCC1)c1ccccc1Br
0.7	COc1cc(C(=O)NNC(=O)COc2ccc(Cl)cc2)ccc1OCC(=O)N1CCOCC1
1.6	c1ccc2c(c1)nc(Nc1ccc3c(c1)OCO3)c1nnnn12
0.8	CC(C/C=N/NC(=O)COc1cc(Cl)ccc1Cl)c1ccccc1 (configuration not stated)
1.2	CCOc1ccc2nc(SCC(=O)Nc3nonc3C)[nH]c2c1
1.9	Cc1cccc2nc(-c3ccccc3)nc(N3CCC(O)(c4ccc(Cl)cc4)CC3)c12
-0.6	O=C(Cn1c(=O)n(CCC(=O)N2CCCCC2)c(=O)c2sccc21)NCc1ccccc1
2.9	CN(C)NC(=S)NC1(C)CCS(=O)(=O)C1 (configuration not stated)
-0.3	CCC1=Nc2cc(C(=O)O)ccc2Sc2ccc(Cl)cc21
-1.6	N#CCOC(=O)c1c2c(nc3ccccc13)CCC2
0.0	Cc1cccc(C(=O)Nc2ccc3c(c2)C(=O)NC3=O)c1
0.5	C=CCN(CC(=O)NCc1ccccc1)C(=O)c1csnn1
0.0	CCOC(=O)C1=C(CC)OC(N)=C(C#N)C1c1ccc(OC)cc1OC (configuration not stated)
3.0	NC1=NC(=O)/C(=C/c2cn(CCC(=O)O)nc2-c2ccc(Cl)cc2)S1
0.2	Cc1ccc(/C=N/N=C2\SCC(=O)N2CC2CC2)cc1
1.9	COc1cccc2cc(/C(C)=N/NC(=O)c3ccco3)oc12
0.7	CC(C)n1cc(/C=C2/SC(=O)N(CC(=O)N3CCCC3)C2=O)c2ccccc21

(continued)
TTR transcr act	SMILES
-1.1	O=C(O)CSc1c(-c2cccs2)[nH]c2ccccc12
7.1	CC(=O)OCCN(Cc1ccccc1)Cc1ccc2c(c1)OCO2
8.2	O=C(NCCCN1CCCCCC1)c1ccc(CS(=O)(=O)Cc2ccccc2F)o1
-0.7	O=C(NCC1CC1)c1ccc(Oc2cc(Cl)cc(Cl)c2)o1
1.5	CCC(=O)Nc1ccc(S(=O)(=O)NCc2ccco2)cc1
0.5	CCOC(=O)N1CCN(c2c(NCc3ccc(Cl)cc3)c(=O)c2=O)CC1
0.4	CCCCc1c(C)nc2ccc(OC)cc2c1SCCC(=O)O
-1.4	COC(=O)[C@]1(C)N[C@H](CN(C)S(=O)(=O)c2ccc(-c3ccccc3)cc2)[C@@H]2C(=O)N(Cc3ccccc3)C(=O)[C@@H]21
-1.3	Cn1c(N)c(N=O)c(=O)n(C)c1=O
1.1	O=C(OCc1ccc([N+](=O)[O-])cc1)c1cc2ccccc2oc1=O
3.0	CC1CCCN(S(=O)(=O)c2ccc(S(=O)(=O)N3CCCC3)cc2)C1 (configuration not stated)
1.9	CCCCn1nc(C(=O)NCc2ccccc2CN2CCCC2)c2ccccc2c1=O
1.6	N#Cc1cnn(-c2ccc(F)cc2)c1N
4.0	O=c1c(Cc2ccc(Cl)cc2)c(O)ccn1Cc1ccncc1
2.1	CCOc1ccccc1CN1CCN(Cc2ccc(C)o2)CC1CCO (configuration not stated)
0.7	Cc1ccccc1-n1cc(CNC(=O)CCc2nnc(CCc3ccccc3)o2)cn1
3.6	Cc1cc(C)n2c(SCc3ccccc3Cl)nnc2n1
-0.1	C=CCSc1ncccc1C(=O)NCc1ccc(C)cc1
1.0	COc1cc(CN2CCNC(=O)C2CC(=O)N2CCc3ccccc3C2)cc(OC)c1 (configuration not stated)
0.4	COc1cccc(C(=O)N2CCC[C@@H]2C(=O)N2CCC[C@@H]2C(=O)NCc2ccccc2Cl)c1
-1.4	O=C(NCC1(N2CCCCC2)CCCCC1)c1cccc(NS(=O)(=O)c2ccccc2)c1
0.5	Cc1ccc(Cc2c(-c3cccc(Cl)c3)nc3cc(C)c(Br)c(C)n23)cc1
-0.5	COc1ccccc1NC(=O)C(C)N(C)CC(=O)Nc1cccc2ccccc12 (configuration not stated)
-0.5	COC(=O)C1=C(C)N(C)C(=O)/C1=C\c1ccco1
-1.4	Cc1ccccc1Cn1c(=O)n(CCCC(=O)NCc2ccco2)c(=O)c2ccccc21

Continuation:
TTR transcr act	SMILES
2.2	CCn1c(CNc2ccc(F)cc2)nnc1SCC#N
-0.8	CCOC(=O)C1CCCN(c2c(Nc3ccc(OCC)cc3)c(=O)c2=O)C1 (configuration not stated)
1.8	COc1cc(NC(=O)CCc2c(C)nc3nc(C)nn3c2C)cc(OC)c1
-2.7	CCn1nc(C)cc1C(=O)Sc1cccc(Br)c1
-1.9	Cc1nnc(SCCN2C(=O)c3ccccc3C2=O)[nH]c1=O
-5.5	COc1ccc(NC(=O)CSc2ccc3ccccc3c2)cc1S(=O)(=O)N1CCCCC1
-0.3	Cc1cc(N(C)/N=C/c2ccccc2O)nc(-c2ccccc2O)n1
2.2	O=C(Cc1cccs1)N(CC1CCCO1)C1(C(=O)NC2CCCC2)CCCCC1 (configuration not stated)
0.4	Cc1cc(C(F)F)n2nc(C(=O)O)nc2n1
-0.1	Cc1ccc(NC(=O)c2cc(C)n(-c3ccccc3)c2C)cc1
1.7	CNC(=S)N/N=C(\C)c1cccc(C(F)(F)F)c1
-1.2	CC(C)NC(=O)C1(C)CCCN1C(=O)c1ccccc1Br (configuration not stated)
3.5	Nc1cc(C(=O)OCC(=O)NNC(=O)c2ccccc2F)ccc1Cl
-1.8	CCN(Cc1ccncc1)C(=O)c1cc(COc2c(F)cccc2F)on1
3.9	CCCN(CCC)S(=O)(=O)c1ccc(C(=O)NNC(=O)c2cc(OC)c(OC)c(OC)c2)cc1
0.5	OCCN(CCO)CC(O)CN(c1ccccc1)c1ccccc1 (configuration not stated)
-0.9	CC(=O)N1CCCc2ccc(NS(=O)(=O)c3ccccc3)cc21
3.8	CC(=O)N1CCN(c2ccc([N+](=O)[O-])c(NCc3cccnc3)c2)CC1
2.3	COc1ccccc1/C=C/C=N/NC(=O)CCC1C(=O)NN=C1C (configuration not stated)
1.6	O=S(=O)(c1ccc2ccccc2c1)N1CCN(C(=S)Nc2ccccc2F)CC1
1.5	Cc1ccc(C(=O)Nc2cccc(C(F)(F)F)c2)cc1NC(=O)c1c[nH]c2cc(C(F)(F)F)ccc2c1=O
-1.5	COc1ccc(NC(=O)CC(NCc2ccccn2)C(=O)O)cc1 (configuration not stated)
-0.7	O=C(O)CCC(=O)Nc1ccc(-c2nnc(-c3ccco3)o2)cc1
-3.9	Cc1ccccc1C(=O)Nc1nnc(SC(C)C)s1
1.5	CC(O)CNCCNCc1cccs1 (configuration not stated)

Additional records follow.
TTR transcr act	SMILES
1.9	Cc1cc(C)cc(NC(=O)N2CCCN(Cc3c(F)cccc3Cl)CC2)c1
-1.6	CC(=O)Oc1ccc(N(C(C)=O)S(=O)(=O)c2ccc(Cl)cc2)c2ccccc12
0.2	CCC(C)N=Cc1c(Nc2ccccc2)nc2c(C)cccn2c1=O (configuration not stated)
-0.9	Nc1ccn([C@@H]2O[C@H](C(=O)N3CCN(c4ccc(Cl)cn4)CC3)[C@@H](O)[C@H]2O)c(=O)n1
1.4	CC1(C)Cc2cccc(C(=O)Nc3ccc(F)cc3F)c2O1

Some of the compounds tested; the hit share may differ from the screen's.
